# GPR55 LPI antagonism: GPR55 antagonists blocking LPI-driven arrestin recruitment, primary screen, imaging, U2OS, beta-arrestin-GFP, LPI agonist (AID 2013); inhibition, % at 10 µM, or IC50 in µM where a hit was titrated; G-protein coupled receptor 55 (Homo sapiens); U2OS GPR55 beta-arrestin-GFP translocation imaging, LPI antagonism; higher % means a stronger effect; hit rate 0.13% among 290,000;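 active = spots per cell inhibited over 60%, with over 100 cells counted and total cytoplasm intensity under 500,000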;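 note: U2OS cells stably carrying GPR55 and arrestin-GFP stimulated by 5 µM LPI near EC80; imaged beta-arrestin-GFP aggregate spots per cell after agonist stimulation; plate controls were LPI-stimulated DMSO wells for no effect and DMSO wells without LPI for full effect; some results filed as inactive read as strong as hits; confirmed hits need IC50 under 10 µM and bright autofluorescent wells are also inconclusive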
# Siah-1 displacement: Siah-1 peptide-binding antagonists, primary screen, biochemical, fluorescence polarization, rhodamine-plectin, uHTS (AID 1817) | displacement, % at 20 µM; hits with a dose series show IC50 in µM | hit rate 0.02% among 290,000 | Siah-1 / rhodamine-plectin peptide fluorescence polarization; higher % means a stronger effect | E3 ubiquitin-protein ligase SIAH1 (Homo sapiens);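 active = displacement of at least 50% at 20 µM, with a fluorescence ratio check between 0.3 and a set limit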;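 note: plate controls were Siah plus tracer with DMSO for no effect and tracer alone without Siah for full effect; strong numbers were not always called active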
# Myeloid diff 2: induction of myeloid progenitor differentiation, primary screen, cell-based, flow cytometry, MLPCN library. hit rate 1% among 360,000. ER-HoxA9 myeloid progenitors, lysozyme-GFP differentiation. calls only at 10 µM;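 active = normalized GFP-positive differentiation at or above the plate's own cutoff, the solvent-only control mean plus 3 SD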;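 note: cells exposed to compound for four days before flow analysis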
# Salmonella PhoP GFP: inhibitors of PhoP regulon expression, primary screen, Salmonella Typhimurium, GFP reporter (AID 1863); inhibition, % at 50 µM; hits with a dose series show IC50 in µM; hit rate 0.16% among 300,000; S. Typhimurium PhoP-regulated promoter GFP reporter, 4 h; higher % means a stronger effect;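 active = inhibition over 29.93%, a cutoff 3 SD above the screen mean, later confirmed by dose response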;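 note: 0% = low Mg2+ inducing control and 100% = high Mg2+ repressing control; strong numbers were not always called active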
# MgcRacGAP inhibition: MgcRacGAP GTPase-activating activity inhibitors, confirmation, biochemical, ADP Hunter fluorescence. MgcRacGAP-stimulated Rac1 GTP hydrolysis, ADP Hunter fluorescence; higher % means a stronger effect; GST-tagged Rac1 F28L mutant substrate. hit rate 0.6% among 340,000. inhibition, % at 30 µM, or IC50 in µM where a hit was titrated;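 active = first-screen hits whose inhibition reached a set limit at any dose in the follow-up dose series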;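 note: fluorescence reports GDP produced by GAP-driven GTP hydrolysis; strong numbers were not always called active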
# LYP inhibition: inhibitors of LYP phosphatase, biochemical, fluorescence intensity, uHTS (AID 1779); Tyrosine-protein phosphatase non-receptor type 22 (Homo sapiens); hit rate 0.054% among 290,000; inhibition, % at 11.5 µM, or IC50 in µM where a hit was titrated; recombinant LYP phosphatase, fluorescence intensity; higher % means a stronger effect; in the data active = inhibition above about 50%;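 note: plate controls were vehicle with enzyme for no effect and no enzyme for full effect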
# HIV fusion peptide: inhibitors of HIV fusion peptide binding, primary screen, biochemical, uHTS, fluorescence dequenching (AID 1986) | cell-free peptide binding, fluorescence dequenching, 30 min; higher % means a stronger effect | inhibition, % at 20 µM, or IC50 in µM where a hit was titrated | hit rate 0.3% among 290,000; in the data active = inhibition mostly above about 52%, no sharp cut-off; inactive = mostly below about 76%; note: some results filed as inactive read as strong as hits
# NTR1 agonist: agonists of NTR1, primary screen, imaging, U2OS cells, beta-arrestin-GFP, high content (AID 493036). Neurotensin receptor type 1 (Homo sapiens), P30989. NTR1-U2OS beta-arrestin-GFP spot imaging, agonist mode. activation, % at 20 µM. hit rate 0.17% among 330,000;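 active = activation at or above 40% of the spot to cytoplasm intensity ratio, with at least 20 cells analyzed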;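 note: 0% = DMSO without peptide and 100% = 100 nM NTR1 peptide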
# Target sequence (P30989 whole entry, looked up): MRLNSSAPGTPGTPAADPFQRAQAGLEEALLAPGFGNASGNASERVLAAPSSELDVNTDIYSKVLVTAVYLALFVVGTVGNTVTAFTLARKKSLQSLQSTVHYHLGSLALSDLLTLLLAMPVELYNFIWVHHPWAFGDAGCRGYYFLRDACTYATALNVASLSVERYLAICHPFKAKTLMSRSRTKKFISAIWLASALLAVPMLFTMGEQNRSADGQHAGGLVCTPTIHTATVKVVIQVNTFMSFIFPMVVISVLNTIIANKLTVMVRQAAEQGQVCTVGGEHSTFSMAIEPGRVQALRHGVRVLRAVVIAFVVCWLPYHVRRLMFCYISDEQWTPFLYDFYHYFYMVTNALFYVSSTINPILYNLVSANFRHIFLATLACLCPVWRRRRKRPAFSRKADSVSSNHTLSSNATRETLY
# GPR35 antagonists: GPR35 antagonists blocking zaprinast-driven arrestin recruitment, primary screen, imaging, U2OS, beta-arrestin-GFP, zaprinast agonist (AID 2058) | U2OS GPR35 beta-arrestin-GFP translocation imaging, zaprinast antagonism; higher % means a stronger effect | one-dose inhibition, % at 10 µM; IC50 in µM for titrated hits | hit rate 0.052% among 290,000;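 active = inhibition of at least 50% with at least 30 cells and total cytoplasm GFP at most 10,000,000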
# NTR1 agonist cell count 20 µM: also measured in NTR1 agonist; calls as there; cell count; measured here: cell count, cytotoxicity flag
# Myeloid diff 2 GFP+ MAC1+ %: second read-out of Myeloid diff 2, no call of its own (marks repeat the call); GFP+ MAC1+ double positive, %; measured here: differentiation confirmed by MAC1 staining
# Starred values were filed as active, the others as inactive; i = inactive; x = not tested or not shown; + = active, no number; & = joins results of further samples. Not a hit list. About 2.4% of those tested had a hit in this group.
# Values run as follows: GPR55 LPI antagonism	Siah-1 displacement	Myeloid diff 2	Myeloid diff 2 GFP+ MAC1+ %	Salmonella PhoP GFP	MgcRacGAP inhibition	LYP inhibition	HIV fusion peptide	NTR1 agonist	NTR1 agonist cell count 20 µM	GPR35 antagonists
CC(=O)N1CCC(N(C(=O)Nc2ccc(Cl)cc2)C(C)C)CC1
    11%	0%	i	0.5	-4%	-9%	-8%	-0.4%	-0.3	74	-11%
CCOC(=O)[C@@H]1[C@H]2COc3cc(OC)ccc3[C@@H]2N2C(=O)N(c3ccc(Br)cc3)C(=O)[C@@]12C
    -7%	-1%	i	1.3	-6%	8%	-2%	1.3%	8.5	83	8%
COc1ccc(-c2cc(C(=O)c3c(N)n(C)c(=O)n(C)c3=O)c3ccccc3n2)cc1
    8%	4%	i	0.9	3%	3%	-2%	-0.8%	-0.9	54	-2%
C=CCSc1nc(C)c(CC=C)c(=O)[nH]1
    -4%	2%	i	6.7	17%	2%	-2%	-0.3%	0.2	60	-18%
CCOC(=O)N1CCC(Nc2c(NCCCN(CC)Cc3ccccc3)c(=O)c2=O)CC1
    8%	2%	i	1.4&1.7	-5%	8%&19%	-2%	-0.4%	0.5	55	16%
Cc1ccc(NCc2ccccc2O)cc1
    -3%	2%	i	5.0	8%	19%	0%	-1.0%	-0.5	71	-5%
CN(c1ccc(OCc2ccc([N+](=O)[O-])cc2)cc1)S(=O)(=O)c1ccccc1
    -6%	3%	i	0.6	7%	4%	1%	-0.5%	1.1	49	4%
COc1ccc(F)cc1CN1CCN(C(=O)CCC(=O)Nc2nnc(CC(C)C)s2)CC1
    -2%	-3%	i	3.2	4%	8%	-6%	-1.8%	0.0	50	10%
CCNC(=S)NNC(=O)CSc1nc2ccccc2[nH]1
    14%	4%	i	0.2	-7%	-17%	-1%	-2.0%	0.8	53	-1%
Cc1ccccc1C(=O)N1CCN(S(=O)(=O)c2cccs2)CC1
    12%	-1%	i	1.1	-7%	5%	-4%	1.5%	0.5	58	-10%
O=C(Nc1nnc(-c2ccc(Br)cc2)o1)c1ccco1
    x	x	i	0.7	-17%	8%	x	x	-0.4	71	x
CN(C)CC(C)(C)CNS(=O)(=O)c1ccc(Cl)c(Cl)c1
    2%&16%	0%&-6%	i	0.4&11	10%&10%	6%&2%	-1%&-7%	-0.1%&-2.6%	2.0&0.4	30&54	-2%&12%
CC(C)[C@H](NC(=O)c1ccccc1)C(=O)OCC(=O)N1CCCCCC1
    14%	3%	i	0.2	2%	5%	-8%	1.6%	-0.7	47	-6%
COC(=O)c1cccc(CSC(=S)N2CCCC2)c1
    0%	5%	i	0.3	0%	x	-8%	1.4%	0.2	82	12%
Cc1ccc(NC(=O)CCC(=O)c2cccs2)cc1F
    4%	2%	i	0.3	9%	3%	-10%	-0.5%	-0.7	46	16%
CCn1cc(/C=N\NC(=O)c2cc(-c3ccccc3OC)nc3ccccc23)c(C)n1
    3%	4%	i	0.8	8%	6%	1%	-2.6%	-0.2	56	20%
C/C(=N\NC(=O)CCc1c(C)n[nH]c1C)c1ccc([N+](=O)[O-])cc1
    -5%	-3%	i	0.4	0%	1%	-6%	-1.0%	-0.6	53	2%
COc1ccc(S(=O)(=O)N2CCC(C(=O)Nc3c(F)cccc3F)CC2)cc1
    14%	4%	i	3.0	15%	8%	-10%	22%	0.4	43	-13%
O=C(NCC1CCCO1)C(=O)c1c[nH]c2ccccc12 (centres undefined)
    -1%	4%	i	0.0	-3%	-2%	-5%	-0.8%	-0.8	95	-13%
O=C(CN1C(=O)CSC1=O)NCc1ccccc1
    13%	0%	i	2.1	-7%	-8%	4%	-1.0%	0.5	91	2%
O=C(CNC(=O)C12CC3CC(CC(C3)C1)C2)NC1=NCCS1
    1%	-1%	i	8.5	-3%	12%	3%	-1.2%	0.6	56	-5%
CCN(CC)C(=O)COc1ccc(C=O)cc1OC
    2%	4%	i	0.3	5%	4%	-6%	3.0%	-1.3	66	-8%
O=c1cc(N2CCc3ccccc3C2)[nH]c(=O)n1-c1ccc(Br)cc1
    15%	6%	i	9.0	2%	-4%	-8%	-1.7%	0.4	73	3%
COc1cccc(-c2nn3c(-c4ccco4)nnc3s2)c1
    8%	12%	i	0.9	x	5%	-6%	6.5%	2.2	89	17%
CCOC(=O)CC(=O)CSc1ncnc2c1nnn2-c1ccccc1
    -16%	-3%	i	1.1	-4%	x	-7%	-0.4%	0.8	66	15%
CCCCOc1ccc(NC(=O)C(=O)NCCC2=CCCCC2)cc1
    4%	0%	i	2.1	2%	-9%	-1%	4.0%	7.0	77	3%
CN(C)c1ccc(C(=S)N2CCN(S(=O)(=O)c3ccccc3)CC2)cc1
    -7%	-5%	i	0.0	2%	3%	-3%	-1.9%	5.4	49	2%
CCOC(=O)c1nn(-c2ccccc2C)c2nc(Nc3ccccc3)cc(=O)n12
    10%	13%	i	0.6	0%	4%	-1%	0.1%	5.6	35	-1%
Cc1ccc(-c2cc(-c3ccc(C)cc3O)[nH]n2)cc1
    -2%	3%	i	0.1	3%	6%	-7%	-1.2%	9.9	39	4%
CCCN(C(=O)CSc1nnnn1-c1ccccc1OC)C1CCS(=O)(=O)C1 (centres undefined)
    12%	4%	i	1.1	-3%	7%	-7%	0.8%	0.2	51	-3%
CC(=O)c1ccc(OCC(=O)NC2CCCN(Cc3ccccc3F)C2)cc1 (centres undefined)
    7%	1%	+	2.0*	x	7%	-9%	-0.8%	-0.2	84	-4%
O=C(NC1=NCCS1)c1nc(-c2ccccc2)n(-c2ccccc2)n1
    16%	-3%	i	1.0	-3%	6%	4%	-1.3%	0.0	65	-15%
Cc1ccc(-c2csc(NC(=O)c3cccc(S(=O)(=O)N4CCN(C)CC4)c3)n2)cc1
    1%	8%	i	1.5	-13%	13%	-3%	-2.4%	3.2	50	8%
O=C(O)CNc1ccc(S(=O)(=O)C(F)(F)F)cc1[N+](=O)[O-]
    2%	2%	i	0.3	-9%	8%	-1%	1.4%	2.6	72	-3%
CC1=C(C(=O)OC(C)C)C(c2cccnc2)C2=C(CCCC2=O)N1 (centres undefined)
    -1%	-4%	i	1.2	-4%	15%	-1%	-0.3%	0.4	42	7%
O=C(NCC1CCCN(C(=O)c2cccc(C(F)(F)F)c2)C1)c1ccc(F)cc1 (centres undefined)
    12%	-1%	i	0.5	-11%	-2%	-10%	-0.3%	0.8	64	-5%
COc1cc(C(=S)N2CCCCC2)ccc1OCC(=O)Nc1ccccc1Cl
    20%	3%	i	0.9	-6%	6%	-1%	0.0%	1.8	24	-3%
CCCN(C(=O)COc1ccc(Cl)cc1Cl)c1c(N)n(Cc2ccccc2)c(=O)[nH]c1=O
    0%	0%	i	0.0	4%	-9%	-3%	5.9%	2.7	36	20%
COc1ccc(CCNC2=CC(=O)N(c3ccc(F)cc3)C2=O)cc1
    12%	3%	i	0.8	2%	-2%	-9%	6.0%	1.4	53	5%
N#Cc1c(/N=C/C=C/c2ccccc2)sc2c1CCCC2
    -8%	-5%	i	4.6	-2%	19%	1%	1.2%	2.3	71	2%
COc1ccc(OC)c(-c2nc(C(=O)NCCCN3CCOCC3)cc3c2[nH]c2ccccc23)c1
    0%	-13%	i	2.7	-9%	19%	-7%	12%	-1.7	78	2%
Cc1ccc(SCC(=O)Nc2ccc(N3CCN(C)CC3)c(F)c2)c(C)c1
    3%	-6%	i	0.1	3%	3%	-16%	0.3%	0.2	39	5%
COc1ccccc1N1CCN(S(=O)(=O)c2c(C)[nH]c(C)c2C(=O)N2CCCCC2)CC1
    28%	14%	i	1.6	-16%	2%	-9%	-0.9%	1.1	62	4%
CC(=O)c1cccc(NC(=O)C2CCN(C(=O)c3ccc([N+](=O)[O-])cc3)CC2)c1
    11%	-3%	i	0.3	2%	10%	-4%	-0.7%	0.3	68	-2%
O=C(Oc1cccc(Br)c1)c1cccnc1
    6%	3%	i	3.7	2%	-2%	-8%	0.1%	0.0	74	24%
O=C(Oc1cccc2ccccc12)c1ccncc1
    6%	4%	i	0.5	1%	5%	-6%	1.7%	-1.1	75	-1%
CCOC(=O)N1CCN(C(=O)C2CC(=O)N(Cc3ccc(OC)cc3)C2)CC1 (centres undefined)
    2%	-7%	i	1.1	24%	17%	-3%	1.1%	0.7	50	1%
CC(C)Oc1cccc(C(=O)N/N=C/c2coc3ccccc3c2=O)c1
    8%	1%	i	0.5	2%	9%	0%	0.6%	-0.3	58	7%
O=S(=O)(c1ccc(C(F)(F)F)cc1)N1CCN(CCc2ccccc2)CC1
    5%	-2%	i	0.7	6%	6%	-6%	-1.5%	2.2	41	-2%
CC1CCN(C(=S)c2cn(Cc3ccc(F)cc3)c3ccccc23)CC1
    7%	-3%	i	1.7	-3%	8%	2%	-0.1%	-2.9	94	-7%
CC1CCc2c(sc(NC(=O)COC(=O)C3CCCO3)c2C#N)C1 (centres undefined)
    -11%	-5%	i	1.8	2%	-1%	-3%	-1.2%	1.9	43	1%
CCCCC1S/C(=N/N=C/c2ccc(OC)cc2)N(Cc2ccc(OC)cc2)C1=O (centres undefined)
    28%	3%	i	1.2	6%	5%	-1%	0.1%	3.2	70	-5%
CCn1c2ccc(OC)cc2c2nc3ccccc3nc21
    -5%	-4%	x	x	-13%	x	-5%	2.7%	1.6	49	11%
COc1cccc(-n2nnc3c(=O)n(CC(=O)Nc4ccccc4C)cnc32)c1
    4%	10%	i	3.8	4%	-5%	-13%	5.9%	-1.1	83	-6%
Cc1ccc2nc(Nc3ccccc3)c(/C=N/O)c(=O)n2c1
    2%	-1%	i	0.0	-3%	2%	2%	-2.6%	4.4	55	1%
CCCSc1nnc(-c2cccc(S(=O)(=O)N(C)C)c2)n1-c1cc(OC)ccc1OC
    -3%	2%	i	4.2	22%	5%	-5%	-4.3%	1.6	77	-18%
